FEN1 inhibitor – qHTS Assay for the Inhibitors of Human Flap endonuclease 1 (FEN1); 390,000 tested, 0.35% active; AID 588795, 2011; Potency, µM (titrated, usually from 114 µM), for inactives: top-dose activity change, negative = inhibition, most hits filed as inhibitors; P39748; Recombinant FEN1 flap cleavage, fluorescence, 15 min; also: nearly all actives have a fitted effect of over 65% in size
Target sequence (P39748 whole entry, looked up): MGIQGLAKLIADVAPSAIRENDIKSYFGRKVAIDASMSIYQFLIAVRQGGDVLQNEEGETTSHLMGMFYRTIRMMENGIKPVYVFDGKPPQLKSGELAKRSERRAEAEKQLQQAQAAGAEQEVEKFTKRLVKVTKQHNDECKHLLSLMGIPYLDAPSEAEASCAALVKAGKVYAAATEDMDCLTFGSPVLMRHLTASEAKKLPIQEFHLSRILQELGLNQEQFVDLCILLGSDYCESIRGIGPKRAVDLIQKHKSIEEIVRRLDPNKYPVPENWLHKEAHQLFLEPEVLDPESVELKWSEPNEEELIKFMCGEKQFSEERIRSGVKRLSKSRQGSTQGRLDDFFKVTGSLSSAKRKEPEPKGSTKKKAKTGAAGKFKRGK
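Recombinant FEN1 (10 nM) was preincubated with pin-transferred compounds for 15 min at room temperature, then flap DNA substrate (50 nM final) was added. Plates were read at 0 and 15 min, and normalized concentration–response data were fitted to a four-parameter Hill equation.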
N370S GC – qHTS Assay for Inhibitors and Activators of N370S glucocerebrosidase as a Potential Chaperone Treatment of Gaucher Disease; N370S GC spleen homogenate, 4MU-glucoside fluorescence; Potency, µM (doses to about 59.4 µM), without a hit: at the highest dose activity change, negative = inhibition, most hits filed as inhibitors; AID 2101, 2009; 330,000 tested, 0.092% active; Lysosomal acid glucosylceramidase (Homo sapiens), P04062;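 also: 0% = full enzyme activity and -100% = no enzyme basal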
TDP1 cell CPT – qHTS for Inhibitors of human tyrosyl-DNA phosphodiesterase 1 (TDP1): qHTS in cells in presence of CPT | chicken DT40 Tdp1-/-;hTDP1 cells + 20 nM CPT, ATP luminescence, 48 h | Potency, µM (titrated, usually from 46.2 µM), for the others: top-dose activity change, negative = growth inhibition, usual class: inhibitors | 420,000 tested, 12% active | AID 686979, 2013; also: nearly all actives have a fitted effect of over 55% in size
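Chicken DT40 Tdp1-/- cells complemented with human TDP1, 400 cells/well, exposed to compounds plus 20 nM camptothecin for at least 48 h at 37 C; viability read as ATP content by CellTiter-Glo luminescence.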
Active calls of the source: *; ? = inconclusive; . = no result given; & = joins results of further samples; [ ] = remark or other dose. Calls follow the shape of the dose curve; as a rule, active = well fitted curve in the direction sought with a large enough effect; inconclusive = small, poorly fitted or top-dose-only effect, or another doubt; inactive = no such curve, though single readings can be large; an effect the other way counts as inactive or inconclusive. Unless noted, % is scaled to controls: 0 for no effect and ±100 for the full control effect; potency is read from the fitted curve at half-maximal effect. The list is partial; count on the stated rates, not on these rows.

SMILES	FEN1 inhibitor	N370S GC	TDP1 cell CPT
O=C(COc1ccc2ccc(=O)oc2c1)N1C[C@H]2C[C@@H](C1)c1cccc(=O)n1C2	-1%	-2%	-1%
CCOc1ccc(CN(CCc2ccc3c(c2)OCO3)Cc2ccc(CC)cc2)cc1	-2%	.	?
CN(C)C(=O)Oc1cccc(OCc2n(C)c3ccccc3[n+]2C)c1	1%	-14%	3%
CN1CCC(OC(=O)Cc2ccccc2)CC1	-5%	3%	4%
CNC(=O)Oc1ccc(C(=O)N2c3ccccc3NC(=O)C2C)cc1 (stereo not drawn)	-15%	-3%	-2%
CC(Cc1cnccn1)NCc1c(C(=O)N2CCCCCCC2)nc2ccc(Cl)cn12 (stereo not drawn)	3%	-1%	4%
O=C(COC(=O)Cc1ccccc1)NCCNC(=O)COC(=O)Cc1ccccc1	-8%	-9%	18%
OC(c1ccccc1)(c1ccc(Cl)cc1)C1CN2CCC1CC2 (stereo not drawn)	4%	-7%	16µM*
CN1C(=O)C(=Cc2ccc(Sc3ccccc3)o2)C(=O)N(C)C1=S	-18%	.	?
Cc1nn(Cc2ccccc2)c(Cl)c1C(=O)OCC(=O)Nc1cccc2ccccc12	0%	3%	-30%
CCOc1ccc(Cl)cc1CNCCc1ccc(F)cc1	5%	-4%	21µM*
O=C(c1cc2cc(F)ccc2[nH]1)N1CCC2(CC1)OCCO2	-15%	13%	?

Brought forward from above: 2 entries; new compounds follow.
SMILES	FEN1 inhibitor	N370S GC	TDP1 cell CPT
CCOc1ccc(Cl)cc1CNCCc1ccc(F)cc1	5%	-4%	21µM*
O=C(c1cc2cc(F)ccc2[nH]1)N1CCC2(CC1)OCCO2	-15%	13%	?
C/C(=N\OC(=O)NC(C)C)c1sc(-c2ccccc2)nc1C	4%	6%	?
CCN1C(=O)/C(=C2\C=Cc3ccccc3N2CC)OC1=S	?	.	-19%
CC/C(CC(c1ccccc1)c1c(O)c2ccccc2oc1=O)=N\NC(N)=S (stereo not drawn)	-4%	-26%	?
O=C(NC1CC2CCCC(C1)N2)c1ccccc1 (stereo not drawn)	20%	-4%	8%
CC[C@H](C)[C@H](NC(=O)[C@H](CCCN=C(N)N)NC(=O)[C@H](CCCN=C(N)N)NC(=O)[C@H](CC(C)C)NC(=O)[C@H](Cc1ccccc1)NC(=O)CNC(=O)CNC(=O)[C@@H](N)Cc1ccc(O)cc1)C(=O)N[C@@H](CCCN=C(N)N)C(=O)N1CCC[C@H]1C(=O)N[C@@H](CCCCN)C(=O)N[C@@H](CC(C)C)C(=O)N[C@@H](CCCCN)C(=O)O	.	0%&0%	8%[4.12 µM]
Cc1ccc(Cn2cccc(C(=O)Nc3nc4ccc(C)cc4s3)c2=O)cc1	17%	.	-13%
O=c1c2ccccc2nc(/C=C/c2ccc(F)cc2)n1-c1ccccn1	0%	-9%	?
Cn1cc(C(=O)NP(=O)(N2CCOCC2)N2CCOCC2)c2ccccc21	8%	-7%	9%
CCn1c(O)c(C=Nc2ccc(S(N)(=O)=O)cc2)c(=O)[nH]c1=S	?	0%	-14%
COc1ccc(C(=O)C23CN4CN(CN(C4)C2)C3)cc1	-6%	1%	?
COc1ccc(-c2nn(CCC#N)cc2C(=O)NCc2ccccc2)cc1OC	8%	-3%	-18%
CN1CCN2c3ccc(N)cc3CC3(C(=O)NC(=O)NC3=O)C2C1 (stereo not drawn)	4%	-10%	-3%
O=c1[nH]c(O)c(C=NCCc2ccccc2)c(=O)[nH]1	-4%	-13%	4%
Cc1ccc(N2C(=O)/C(=C/c3ccc(CN(CCC#N)S(C)(=O)=O)o3)C(=O)NC2=S)cc1	35µM*	-5%	-15%
O=C(CCl)Nc1sccc1C(=O)c1ccccc1	-5%	.	15µM*
O=C(CCN1CCCCC1)Nc1ccc(Cl)cc1C(=O)c1ccccc1	3%	-5%	-27%
COc1ccc(C(=O)O[C@H]2CC[C@@]3(C)C4CCC5[C@]6(O)C[C@H](O)[C@@]7(O)C(CN8C[C@@H](C)CC[C@H]8[C@@]7(C)O)[C@]6(O)C[C@@]53O[C@@]42O)cc1OC (stereo partly drawn)	.	7%&-3%	1%[21.1 µM]
C[n+]1c2ccccc2nc2ccc(NCCO)cc21	40µM*	-15%	18µM*
O=C(Cc1ccccc1)Oc1ccccc1N1C(=O)CCC1=O	4%	-3%	-4%
COc1ccc(C=C2C(=O)NC(=S)NC2=O)cc1	-4%	.	?
COC(=O)C1=C(c2c(C)noc2C)C[C@@H]2CC[C@H]1N2C(=O)NCCNC(C)=O	1%	.	-3%
COc1ccc(-n2c(O)c(C=Nc3c(C)n(C)n(-c4ccccc4)c3=O)c(=O)[nH]c2=O)cc1	6%	2%	-21%
CC(C)CCN(N=O)[C@@H](Cc1ccccc1)CN(N=O)[C@@H](Cc1ccccc1)CN(C)N=O	?	-9%	?
CCCOc1ccc(N2C(=O)CC(N3CC=C(c4ccccc4)CC3)C2=O)cc1 (stereo not drawn)	5%	12%	-12%

Only FEN1 inhibitor and N370S GC, for some of the entries so far:
smiles	FEN1 inhibitor	N370S GC
O=C(CCN1CCCCC1)Nc1ccc(Cl)cc1C(=O)c1ccccc1	3%	-5%
CCCOc1ccc(N2C(=O)CC(N3CC=C(c4ccccc4)CC3)C2=O)cc1 (stereo not drawn)	5%	12%
C[n+]1c2ccccc2nc2ccc(NCCO)cc21	40µM*	-15%
COc1ccc(-n2c(O)c(C=Nc3c(C)n(C)n(-c4ccccc4)c3=O)c(=O)[nH]c2=O)cc1	6%	2%
COc1ccc(C=C2C(=O)NC(=S)NC2=O)cc1	-4%	.

Whole records, quoted from the list. Screens in order: FEN1 inhibitor	N370S GC	TDP1 cell CPT
Profile of `COc1ccc(C=C2C(=O)NC(=S)NC2=O)cc1` = -4%	.	?
Profile of `CCCOc1ccc(N2C(=O)CC(N3CC=C(c4ccccc4)CC3)C2=O)cc1` (stereo not drawn) = 5%	12%	-12%
Profile of `CC(C)CCN(N=O)[C@@H](Cc1ccccc1)CN(N=O)[C@@H](Cc1ccccc1)CN(C)N=O` = ?	-9%	?
Profile of `O=C(CCN1CCCCC1)Nc1ccc(Cl)cc1C(=O)c1ccccc1` = 3%	-5%	-27%

The list continues.
SMILES	FEN1 inhibitor	N370S GC	TDP1 cell CPT
O=C1NC(=O)C2(CCCC2)C(=O)N1	-7%	.	20%
CC/C(=N\NC(=O)Nc1ccccc1)c1c(O)n(Cc2ccccc2)c(=O)[nH]c1=O	3%	5%	3%
Clc1ccc(CCC(Cn2ccnc2)Sc2c(Cl)cccc2Cl)cc1 (stereo not drawn)	-9%	?	?
CN(C)C(=O)Oc1ccc2c(=O)c(Oc3ccccc3Br)coc2c1	-3%	6%	-23%
CC1CCC/C=C/C2CC(O)CC2C(O)/C=C/C(=O)O1 (stereo not drawn)	4%	8%	0.29µM*
O=C(Nc1ccc(Cl)c(C(F)(F)F)c1)C1CCCN(S(=O)(=O)c2cccc3cccnc23)C1 (stereo not drawn)	5%	.	7.3µM*
COC(=O)C1CN(C#N)N(c2ccc(Cl)cc2)C12c1ccccc1-c1ccccc12 (stereo not drawn)	-1%	-1%	3.3µM*
CCC(=NCc1cccnc1)c1c(O)n(-c2ccc(C)cc2)c(=O)[nH]c1=O	-2%	3%	?
COc1ccc(C)cc1NC1=NC(C)(C)CS1	5%	-2%	0%
Cc1ccc(S(=O)(=O)c2nnn3c2nc(N2CCC(C(N)=O)CC2)c2cc(Cl)ccc23)cc1C	-9%	.	21µM*
CCCCn1nc(C)c(C(=O)O)c1Cl	0%	-3%	5%
CCOc1ccc(N2CC(c3nc4ccccc4n3CCC3CCCCC3)CC2=O)cc1 (stereo not drawn)	8%	.	7.3µM*
CN1CCN(S(=O)(=O)c2ccc(Cl)nc2)CC1	-6%	0%	11%
CS(=O)(=O)Nc1ccc(Cc2noc(-c3ccc4[nH]cc(CCN)c4c3)n2)cc1	.	?	-18%&15%
CC1Cc2ccccc2CN1 (stereo not drawn)	-2%	.	-5%
CSc1ncc(Cl)c(C(=O)O)n1 (tested in a mixture with another compound)	8%	2%	-1%
Nc1ccccc1N=Cc1c(O)n(CCC2=CCCCC2)c(=O)[nH]c1=O	-3%	-4%	?
Cc1ccc(-c2nc(N3CCOCC3)s[n+]2-c2ccccc2)cc1	1%	-7%	?
CS(=O)(=O)c1ccc(C(=O)N2CCC(C(=O)O)(c3ccccc3)CC2)cc1	-8%	-6%	0%
Cc1cccc(NC(=O)CSc2nnc([C@@H](N)Cc3c[nH]c4ccccc34)o2)c1C	-1%	-18%	-12%
COC(=O)c1cn(CCOc2ccccc2)c2ccccc12	-16%	26%	?
N/C(=N\[N+](=O)[O-])N/N=C/c1ccc(O)cc1	-8%	-7%	-5%
Cc1ccc(C(C)C)c(OCC(=O)N2CCN(CCc3ccncc3)CC2)c1	-4%	.	?
CC(=O)Nc1ccccc1OC(=O)N(C)C	-2%	-18%	4%
CCCC1(CCC)C(=O)NC(=NCc2ccccc2)NC1=O	-9%	-24%	10µM*
CN1C(=O)C(O)N=C(c2ccccc2)c2ccccc21 (stereo not drawn)	-2%	-13%	-10%
O=C1NC(=O)C(CCc2ccncc2)(CCc2ccncc2)C(=O)N1Cc1ccccc1	0%	14%	-20%
O=C1Nc2ccccc2Sc2ccccc21	-12%	21%	-5%
O=c1c2ccccc2nc(Cc2ccccc2)n1-c1ccc(O)cc1	-1%	21%	?
CN(C(=O)Oc1cccc2cccnc12)c1ccccc1	5%	4%	0%
CCOC(=O)C1(Cc2ccc(Cl)cc2)CCN(C(C)CCn2cccn2)CC1 (stereo not drawn)	-2%	-12%	-24%
COc1ccc(NC(=O)N2CC[C@@]3(CCCN(C(=O)Oc4ccccc4)C3)C2)cc1	.	11%	8%
CCC(=O)Oc1ccc(C(=O)Nc2cccc(C(=O)c3ccccc3)c2)cc1	-4%	-12%	?
Cc1cccc(NP(=O)(Oc2ccccc2)Oc2ccccc2)c1C	7%	?	?
O=C(CCn1c(=O)oc2ccccc21)N1CCC2(CC1)OCCO2	-9%	3%	-2%
O=C(N/N=C/c1c(O)n(Cc2ccc(F)cc2)c(=O)[nH]c1=O)c1ccccc1O	-21%	-25%	13µM*
CN1C(=O)C(=Cc2ccc(SC3CCCCC3)o2)C(=O)N(C)C1=O	-1%	-4%	-3%
CC(NS(C)(=O)=O)c1nnc2n1-c1ccc(Br)cc1C(c1ccccc1Cl)=NC2 (stereo not drawn)	-10%	.	7%
C=C1[C@@H](OC(C)=O)[C@]23C[C@@H]1[C@@H](OC(C)=O)CC2[C@]12C4C[C@H]3[C@H]1N(CC)C[C@]4(C)CC[C@@H]2O (stereo partly drawn)	17%	.	2%
CC1=NN(c2ccccc2)C(=O)C1/C=C1/C(=O)NC(=O)N(c2cc(C)cc(C)c2)C1=O (stereo not drawn)	5%	-20%	?
COc1ccc(-c2c(C)nn3c(-c4ccccc4)cc(C)nc23)cc1OC	-15%	.	?
COc1ccccc1N=c1scc(-c2ccc(S(=O)(=O)N3CCCC3)cc2)n1C	0%	.	5.2µM*
CCOc1c(Cl)cc(CNC(C)C(O)c2ccccc2)cc1OC (stereo not drawn)	-1%	-7%	-12%
CCCN[C@@H]1C(=O)N2C(C(=O)OCCC)=C(C)CS[C@H]12	11%&-2%	2%	?
S=C(S)N1CCCC1	-2%	3%&-2%&-3%	0.06µM*
CC12CN3CC(c4ccccc4)(CN(C1)C31CCCCC1)C2=O	9%	-5%	14%
FC(F)(F)/C(=N\P(=S)(N1CCOCC1)N1CCOCC1)N1CCOCC1	11%	2%	-18%
CCOc1cc2c(cc1OCC)-n1cccc1C(c1ccc(C(C)C)cc1)NC2 (stereo not drawn)	-13%	?	8.2µM*
O=C1NC(=O)C(Sc2ccccc2[N+](=O)[O-])C(=O)N1	0%	-8%	?
O=C(Nc1cccnc1)c1c(O)c2c(n(Cc3ccccc3)c1=O)CCCC2	-5%	-3%	?
O=c1c2ccccc2nc(-c2ccccc2)n1-c1ccc(O)cc1	-3%	5%	?
c1ccc(CCN2CCCCC2)nc1	-5%	.	9%
Cc1ncc(CN2CCCC(C(=O)c3cccc(OC(C)C)c3)C2)s1 (stereo not drawn)	14%	2%	?
Cc1nn(Cc2ccccc2Cl)c(Cl)c1C(=O)OCC(=O)NC(=O)NC1CCCCC1	-7%	19%	6%
CC(C)=CCc1c(O)cc2c(c1O)C(=O)CC(c1ccc(O)cc1)O2 (stereo not drawn)	-26%	?	16µM*
Cc1cccnc1-n1c(CN2C(=O)c3ccccc3C2=O)nc2ccccc2c1=O	-1%	11%	-8%
CCCC(C)n1[nH]c(=O)c2c1NC(=O)CSC2c1ccc(OC)c(OC)c1 (stereo not drawn)	7%	4%	-9%
CN(c1ccccc1)c1ccc([N+](=O)[O-])c2nonc12	4%	-21%	?
COc1ccc(NC(=O)Nc2ccc3c(c2)C(=O)N([C@H](C)CO)C[C@H](C)[C@@H](CN(C)S(=O)(=O)c2ccc(OC)cc2)O3)cc1	-15%	.	?
